# Source: PubChem BioAssay
# TrxR1 substrate – is turned over as a substrate by rat TrxR1 | O89049 | purified TrxR1 substrate turnover, NADPH consumption readout | Potency, µM (titrated, usually from 114 µM), inactives show at the highest dose activity change, negative = substrate turnover | actives 0.01% (n = 390,000) | AID 588456; further: potency means the concentration at half of the fitted maximal effect; on the % scale 0 is the no-effect control and ±100 the full control effect; nearly all actives have a fitted effect of over 50% in size
#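 Rat TrxR1, dispensed at 90 nM, was prereduced with 400 uM NADPH (final) for 5 min at ~22 deg C, then incubated with compound 15 min before 400 uM selenite. A first-read NADPH fluorescence drop versus no-compound background flagged substrates.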
# Vif-APOBEC3F blk – blocks the Vif interaction with APOBEC3F | HeLa A3F-eYFP + Vif (tagged APOBEC3F with the HIV-1 protein that degrades it), YFP fluorescence increase | actives 0.2% (n = 390,000) | Potency, µM (highest dose often 46.1 µM), without a hit: at the top dose activity, negative = active; further: potency means the concentration at half of the fitted maximal effect; % of control where 0% means no effect; nearly all actives have a fitted effect of over 65% in size
#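 Fluorescence increase (Ex 488/Em 500-530) after overnight compound treatment at 37 deg C flags inhibition of Vif-driven A3F-eYFP loss in stable HeLa A3F-eYFP/Vif cells seeded overnight beforehand.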
# RGS4 inh – inhibitors of human regulator of G protein signaling 4; P49798; Transcreener GDP fluorescence polarization, RGS4-accelerated GTP hydrolysis; Potency, µM (titrated, usually from 114 µM), inactives show at the highest dose activity change, negative = inhibition, hits mostly inhibitors; actives 0.039% (n = 390,000); AID 504845; further: potency means the concentration at half of the fitted maximal effect; on the % scale 0 is the no-effect control and ±100 the full control effect; nearly all actives have a fitted effect of over 75% in size; some results filed as inactive show a strong effect at the top dose
# Target sequence (P49798 whole entry, looked up): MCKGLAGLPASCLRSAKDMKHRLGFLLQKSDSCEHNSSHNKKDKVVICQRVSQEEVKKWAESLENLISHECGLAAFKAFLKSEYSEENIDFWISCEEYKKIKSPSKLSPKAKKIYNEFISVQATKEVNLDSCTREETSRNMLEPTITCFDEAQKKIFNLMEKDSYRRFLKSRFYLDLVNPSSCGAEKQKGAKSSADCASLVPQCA
#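 MLSMR compounds (23 nl, pin-transferred) preincubated 10 min at room temperature with a 500nM (2x) first reagent, then RGS4 at 900nM (2x) plus Transcreener GDP mix added; fluorescence polarization (620/688 nm) read before and after 90 min at 30 °C.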
# GRP78 ERSR act – inducers of ER stress response in human glioma cells; U87-MG GRP78 promoter luciferase reporter, 16 h; Potency, µM, for the others: at the top dose activation, most hits filed as activators; actives 0.02% (n = 420,000); AID 602332; further: potency means the concentration at half of the fitted maximal effect; series mostly up to about 76 µM; % of control where 0% means no effect; nearly all actives have a fitted effect of over 35% in size
#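 ERSR induction read as luciferase luminescence (Bright-Glo, 10 min at room temperature) in stably transfected human U87-MG glioma cells exposed to compounds for 16 h, using GRP78 as sensor.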
# mIDH1 inhibitor – blocks human mutant IDH1 R132H enzyme. O75874. actives 0.093% (n = 390,000). IDH1-R132H enzyme, NADPH consumption, diaphorase/resazurin fluorescence. Potency, µM (titrated, usually from 76.6 µM), without a hit: at the top dose activity change, negative = inhibition, hits mostly inhibitors; further: potency means the concentration at half of the fitted maximal effect; on the % scale 0 is the no-effect control and ±100 the full control effect; nearly all actives have a fitted effect of over 65% in size
# Target sequence (O75874 whole entry R132H, stated change not applied): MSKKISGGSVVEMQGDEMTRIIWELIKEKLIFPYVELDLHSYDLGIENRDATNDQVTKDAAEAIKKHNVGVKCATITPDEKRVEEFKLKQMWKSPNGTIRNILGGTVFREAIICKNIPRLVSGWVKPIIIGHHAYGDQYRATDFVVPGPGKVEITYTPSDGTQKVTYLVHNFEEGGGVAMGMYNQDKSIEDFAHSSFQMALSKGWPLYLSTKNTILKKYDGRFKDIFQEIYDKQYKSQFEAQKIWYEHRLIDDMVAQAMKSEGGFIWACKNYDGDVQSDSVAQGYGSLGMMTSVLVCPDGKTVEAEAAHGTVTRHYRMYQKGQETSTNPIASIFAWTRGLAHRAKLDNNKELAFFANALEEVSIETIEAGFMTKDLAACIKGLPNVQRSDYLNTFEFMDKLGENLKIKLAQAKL
#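 IDH1-R132H (0.5 ug/mL dispensed) in pH 7.5 Tris buffer was preincubated 30 min with compound, then given a substrate mix of 0.016 mM NADPH and 2 mM alpha-KG for 80 min at room temperature; remaining NADPH was read by diaphorase/resazurin fluorescence.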
# USP1-UAF1 inh – USP1/UAF1 (human) deubiquitinase inhibition. O94782. recombinant USP1/UAF1, Ub-Rhodamine cleavage fluorescence. Potency, µM (titrated, usually from 57.1 µM), for the others: at the top dose activity change, negative = inhibition, actives largely listed as inhibitors. actives 0.23% (n = 390,000). AID 743255; further: potency means the concentration at half of the fitted maximal effect; on the % scale 0 is the no-effect control and ±100 the full control effect; nearly all actives have a fitted effect of over 60% in size; inactives centre near -12
#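 USP1/UAF1 complex at 1 nM was preincubated with compound for 15 min at room temperature, then Ub-Rho substrate (150nM final) was added. Fluorescence (480/540 nm) was read kinetically, 6 reads every 60 seconds.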
# TrxR1 inh – inhibitors of rat thioredoxin reductase 1; O89049; Potency, µM (titrated, usually from 114 µM), for inactives: top-dose activity change, negative = inhibition, usual class: inhibitors; actives 1% (n = 390,000); recombinant rTrxR1, NADPH fluorescence consumption, selenite substrate; AID 588453; further: potency means the concentration at half of the fitted maximal effect; on the % scale 0 is the no-effect control and ±100 the full control effect; nearly all actives have a fitted effect of over 65% in size
#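 Rat TrxR1 (90 nM in the dispensed reagent) was pre-reduced with 400 uM NADPH for 5 min at room temperature, then incubated with compound for 15 min. After 400 uM selenite was added, NADPH fluorescence (Ex 340/Em 450 nm) was followed for 8 min.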
# LDHA block – blocks human lactate dehydrogenase A | P00338 | purified LDHA, NADH/diaphorase-resazurin fluorescence; stronger effect = lower value | activity change, % (values are at about 110 or 230 µM) | actives 0.15% (n = 480,000) | AID 1347041; in the data active means activity change below about -30%; inconclusive means mostly about -25% to -30%;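 further: plate controls were DMSO wells for no effect and wells without enzyme for full effect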
#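 Remaining NADH was detected by diaphorase (0.133 mg/mL) converting 37 µM resazurin to fluorescent resorufin, read at 0 and 20 minutes. The preceding 5-minute room-temperature reaction used 2 nM LDHA, 0.2 mM sodium pyruvate and 0.06 mM NADH at pH 7.4.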
# Vif-APOBEC3G blk – inhibitors of Vif-APOBEC3G interaction; Q9HC16; HeLa A3G-eYFP + Vif (tagged APOBEC3G with the HIV-1 protein that degrades it), YFP fluorescence, overnight; Potency, µM (series often up to 46.1 µM), for the others: at the top dose activity, negative = active, actives largely listed as inhibitors; actives 0.076% (n = 410,000); AID 602310;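 further: potency means the concentration at half of the fitted maximal effect; on the % scale 0 is the no-effect control and ±100 the full control effect; nearly all actives have a fitted effect of over 60% in size; hits raise eYFP signal because A3G escapes Vif-driven loss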
# Target sequence (Q9HC16 whole entry, looked up): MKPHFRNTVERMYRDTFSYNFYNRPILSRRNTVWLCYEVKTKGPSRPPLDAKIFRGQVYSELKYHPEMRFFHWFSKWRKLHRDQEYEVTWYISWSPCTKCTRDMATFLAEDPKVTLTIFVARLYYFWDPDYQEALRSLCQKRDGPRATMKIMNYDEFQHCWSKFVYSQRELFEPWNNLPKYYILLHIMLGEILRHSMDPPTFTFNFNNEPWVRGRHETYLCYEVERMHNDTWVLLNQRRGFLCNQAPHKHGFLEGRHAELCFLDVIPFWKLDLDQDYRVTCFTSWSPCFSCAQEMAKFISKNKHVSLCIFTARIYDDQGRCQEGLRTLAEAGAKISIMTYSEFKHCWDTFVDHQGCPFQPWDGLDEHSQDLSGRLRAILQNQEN
#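 HeLa cells stably expressing Vif and C-terminally eYFP-tagged A3G, seeded overnight at 37 deg C, then exposed to compound by pintool overnight at 37 deg C. Rise in yellow fluorescence (Ex 488/Em 500-530, Acumen) marks blocked Vif-driven A3G degradation.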
# An asterisk follows results filed as active; ? = inconclusive; nt = not tested or not shown; [ ] = remark or other dose. Unless noted, the call rests on the fitted dose curve; in most records, active means well fitted curve in the direction sought with a large enough effect; inconclusive means small, poorly fitted or top-dose-only effect, or another doubt; inactive means no such curve, though single readings can be large; an effect the other way counts as inactive or inconclusive.
SMILES,TrxR1 substrate,Vif-APOBEC3F blk,RGS4 inh,GRP78 ERSR act,mIDH1 inhibitor,USP1-UAF1 inh,TrxR1 inh,LDHA block,Vif-APOBEC3G blk
Cc1ccccc1NC(=O)c1ccc(CSc2ncccn2)cc1,1.0%,-2.9%,12.6%,-3.0%,12.5%,-13.9%,12.6%,-5.9,0.2%
CC(=O)Oc1ccc2occ(C(=O)c3cccs3)c2c1,-4.5%,1.4%,-3.6%,2.2%,-3.2%,-15.2%,1.9%,-4.2,-0.5%
COc1cccc(CNCCO)c1OCc1ccccc1,-5.7%,-10.2%,11.4%,0.8%,0.0%,-11.3%,-3.0%,-2.1,-0.1%
Cc1ccc(-n2c(O)c(/C=N/Nc3ccc(S(=O)(=O)N4CCOCC4)cc3[N+](=O)[O-])c3ccccc3c2=O)c(C)c1,3.3%,-0.3%,-3.7%,-8.5%,5.3%,-16.4%,?,-4.5,?
Cc1nc(N2CCN(C(=O)c3cnccn3)CC2)c2c3c(sc2n1)CC(C(C)(C)C)CC3 (stereo not drawn),1.2%,-12.0%,1.4%,-3.3%,3.5%,-6.2%,12.1%,-12.5,0.3%
Cc1ccc(NC(=O)CN(C)CC(=O)N(C)Cc2ccccc2)cc1,-0.8%,5.2%,-7.4%,-1.7%,3.4%,-20.0%,33.1%,-0.1,0.2%
CC1=C(C(=O)N2CCOCC2)CC(CC(=O)NC2CCCCC2)C(=O)N1Cc1ccc(C(C)(C)C)cc1 (stereo not drawn),nt,1.6%,nt,-2.0%,10.2%,-25.0%,nt,-3.8,-1.7%
CN(C)CCCNc1oc(-c2cccc(Cl)c2)nc1C#N,206.6%[activator],9.4%,6.2%,-2.0%,2.7%,-16.5%,14.9%,2.0,2.1%
COC(=O)c1ccccc1NC(=O)c1noc2c1CSc1ccccc1-2,-4.1%,0.0%,-5.2%,-3.8%,0.1%,6.2%,14.1µM*,-2.4,6.3%
CCOCCCNC(=O)c1cn(CC)c2ccc(S(=O)(=O)N3CCCC3)cc2c1=O,5.1%,16.2%,-16.5%,-5.0%,1.5%,-14.7%,19.2%,0.6,-0.6%
CC(C)[C@H](NC(=O)c1ccccc1F)C(=O)OCC(=O)Nc1sccc1C(N)=O,-5.8%,6.6%,14.5%,-5.6%,-2.7%,-15.3%,0.4%,-12.6,0.9%
CC(C)C1CC(O)(C2(O)CCCCC2)ON1 (stereo not drawn),9.6%[57.1 µM],0.1%,-31.7%[11.4 µM],-3.3%,0.9%,-21.6%,-15.7%,0.2,-1.4%
COc1ccc(N2CC(NC(=O)/C=C\c3ccc4c(c3)OCO4)CC2=O)cc1OC (stereo not drawn),11.8%[57.1 µM],-11.3%,-19.8%,-1.6%,11.7%,-24.4%,7.2%[57.1 µM],-14.6,-3.4%
Cc1ccc(C(=O)N2CC=C(c3ccccc3)CC2)s1,6.1%,?,-5.5%,6.4%,2.6%,-23.1%,39.7%[57.1 µM],4.4,-6.4%
O=C(Nn1c(C2CC2)nc2ccccc2c1=O)c1ccco1,9.3%[57.1 µM],-2.3%,-13.2%,0.1%,2.5%,-7.8%,1.5%[57.1 µM],-1.7,1.3%
O=C(NCCCN1CCCC1=O)c1ccc(NS(=O)(=O)c2cccc([N+](=O)[O-])c2)cc1,0.8%[57.1 µM],2.3%,15.3%,1.1%,-3.6%,-0.6%,3.6%[57.1 µM],-2.9,-0.4%
CCOc1c2ccoc2nc2c(OC)c(OC)ccc12,58.2%[activator][57.1 µM],-13.8%,9.7%,1.1%,1.0%,-11.7%,22.0%[57.1 µM],-7.7,-0.5%
CCCN1CCN(S(=O)(=O)c2ccc3c(c2)CC(C)N3C(=O)C2CC2)CC1 (stereo not drawn),-3.7%,0.6%,3.7%[11.4 µM],-6.0%,7.3%,-8.7%,6.9%,-3.6,3.0%
CCOC(=O)c1nn(-c2ccc(Cl)cc2)c(C)cc1=O,4.1%,-18.5%,16.9%,-3.6%,0.0%,-15.6%,31.4%,-3.0,4.1%
C[C@H](CO)N1C[C@H](C)[C@@H](CN(C)C(=O)Nc2ccccc2)Oc2ccc(NC(=O)Nc3ccc(C(F)(F)F)cc3)cc2C1=O,8.2%[57.1 µM],0.6%,-9.8%,9.3%,-15.5%,-19.1%,9.6%[57.1 µM],-0.5,-6.7%

# Filtered by structure, those above containing an aryl methoxy group.
SMILES,TrxR1 substrate,Vif-APOBEC3F blk,RGS4 inh,GRP78 ERSR act,mIDH1 inhibitor,USP1-UAF1 inh,TrxR1 inh,LDHA block,Vif-APOBEC3G blk
COc1cccc(CNCCO)c1OCc1ccccc1,-5.7%,-10.2%,11.4%,0.8%,0.0%,-11.3%,-3.0%,-2.1,-0.1%
COc1ccc(N2CC(NC(=O)/C=C\c3ccc4c(c3)OCO4)CC2=O)cc1OC (stereo not drawn),11.8%[57.1 µM],-11.3%,-19.8%,-1.6%,11.7%,-24.4%,7.2%[57.1 µM],-14.6,-3.4%
CCOc1c2ccoc2nc2c(OC)c(OC)ccc12,58.2%[activator][57.1 µM],-13.8%,9.7%,1.1%,1.0%,-11.7%,22.0%[57.1 µM],-7.7,-0.5%

# The list goes on:
SMILES,TrxR1 substrate,Vif-APOBEC3F blk,RGS4 inh,GRP78 ERSR act,mIDH1 inhibitor,USP1-UAF1 inh,TrxR1 inh,LDHA block,Vif-APOBEC3G blk
CC(C)C(c1nnnn1Cc1ccccc1)N1CCc2ccccc2C1 (stereo not drawn),1.0%,-1.1%,-4.6%,-1.8%,-1.4%,?,?,0.6,-4.8%
Oc1ccc(Nc2nc3ccccc3nc2Nc2ccc(O)cc2)cc1,-14.9%,?,-14.1%[11.4 µM],-12.1%,-11.1%,-2.4%,?,13.7,?
O=C(CSc1nc2ccccc2c(=O)n1Cc1ccco1)NCc1ccco1,4.1%,-0.6%,-23.3%,-0.7%,-0.6%,-13.6%,?,1.2,-1.4%
COc1ccc(CC(=O)NCc2cccc(Cl)c2)cc1S(=O)(=O)N1CCOCC1,nt,-7.9%,nt,-6.3%,-2.7%,-18.4%,nt,0.8,-1.2%
COc1ccc(S(=O)(=O)NCCc2nnc3ccc(SCC(=O)Nc4cc(C)on4)nn23)cc1,66.6%,0.5%,-21.6%,-2.8%,4.4%,-7.2%,64.1%,0.9,-0.7%
NNC(=O)c1cccc(COc2ccc3c(c2)CCC3)c1,-3.9%,6.0%,-49.9%,-14.8%,4.8%,-21.5%,-8.9%,-3.3,2.1%
CC(C)(C)OC(=O)NN1CC(=O)N2Cc3[nH]c4ccccc4c3C[C@H]2C1=O,3.9%,2.5%,-21.7%,3.9%,-7.6%,-21.5%,18.3%,1.2,-10.9%
COc1cccc(NC(=O)CSc2nccn2-c2cccc(OC)c2)c1,2.8%[57.1 µM],-17.2%,22.8%,-1.9%,1.1%,2.1%,-4.3%[57.1 µM],-6.2,-5.4%
Cc1cc(C)cc(NC(=O)C2CCCN(S(=O)(=O)c3cnc[nH]3)C2)c1 (stereo not drawn),2.3%,-0.6%,0.3%,-2.9%,8.1%,?,16.1%,-1.0,3.6%
COc1ccccc1NC(=O)c1cc2c(CO)cnc(C)c2oc1=Nc1cc(OC)c(OC)c(OC)c1,-11.8%[57.1 µM],-0.6%,-26.1%,-0.5%,1.2%,-7.3%,-6.4%[57.1 µM],2.3,0.4%
CN(C(=S)SCc1ccccc1)C1CCS(=O)(=O)C1 (stereo not drawn),9.7%[57.1 µM],-5.4%,3.8%,-2.1%,6.1%,-9.9%,17.8%[57.1 µM],-8.8,-5.6%
Cc1nc(CSc2ccc(Cl)cc2)cs1,8.1%[57.1 µM],15.4%,12.7%,6.4%,18.8%,-11.3%,5.7%[57.1 µM],-7.9,-0.3%
O=C1/C(=C\c2cccnc2)Sc2ccccc21,0.6%[57.1 µM],1.3%,?,?,-7.9%,-11.8%,5.5%[57.1 µM],-0.6,0.0%
CCSc1nnc2nc3[nH]c4c(C)cccc4c3nn12,-3.2%[57.1 µM],-1.1%,28.0%,3.2%,-8.2%,-15.7%,1.9%[57.1 µM],-5.2,-10.8%
CCS(=O)(=O)c1ccccc1C(=O)NC1CCCc2ccccc21 (stereo not drawn),5.2%,11.1%,9.7%,-3.6%,-5.7%,-2.8%,35.0%,-6.3,1.2%
Cc1ccc(C(C(=O)NC2CCCC2)N(C(=O)Cc2cccs2)c2cccc(C)c2C)o1 (stereo not drawn),-10.8%,-4.8%,-19.3%,-2.6%,9.27µM*,-30.8%,11.2%,2.7,2.3%
Nc1sc2c(c1C(=O)NCCc1ccccc1)CCC2,8.5%[57.1 µM],-21.2%,-33.8%,-2.4%,-11.2%,-13.6%,-47.4%,-8.4,-5.0%
O=[N+]([O-])c1ccc(CSc2ccc(S(=O)(=O)N3CCCC3)cn2)cc1,1.5%,1.9%,?,-2.5%,0.0%,-12.2%,-3.8%,-0.6,-0.5%
O=C(COC(=O)CCc1c[nH]c(=O)[nH]1)Nc1cccc(Cl)c1,9.5%,-15.1%,-17.6%,-2.2%,13.0%,-8.6%,-30.9%,0.3,-1.2%
O=c1c2c(nc3cc(-c4cccc(F)c4)[nH]n13)CCC2,36.1%[activator][57.1 µM],-4.5%,-0.9%,-6.9%,10.6%,-7.4%,11.7%[57.1 µM],-0.7,0.2%

# Not all compounds are listed; the hit share may differ from the screen's.
